Yeast growth inh = reduces growth of yeast BB579 in restrictive medium; S. cerevisiae BB579 growth, OD615, 48 h; inhibition, % at 10 µM; 140,000 compounds, 0.51% hits;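 active = inhibition above a set limit, 3 SD over the mean compound inhibition, cut at about 44% in these data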; note: inactives centre near -24
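System: Saccharomyces cerevisiae DeaD strain BB579, replicative lifespan model yeast. Buffer or medium: restrictive glucose-based CSMM-D medium. Doses: one dose, 10 µM compound with 0.25% DMSO. Timing: 4 h preincubation and 48 h exposure at 30 °C. Detection: turbidity as optical density at 615 nm. Benchmarks: amphotericin B 10 µg/mL, positive.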
NPY-Y2 antag = blocks the human neuropeptide Y Y2 receptor. 140,000 compounds, 0.99% hits. inhibition, % at 2.7 µM. P49146. AID 793. NPY-Y2 expressing cells, antagonist mode; in the data active = inhibition above about 17%;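 note: 0% = vehicle with agonist challenge and 100% = reference antagonist with challenge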
Target sequence (P49146 whole entry, looked up): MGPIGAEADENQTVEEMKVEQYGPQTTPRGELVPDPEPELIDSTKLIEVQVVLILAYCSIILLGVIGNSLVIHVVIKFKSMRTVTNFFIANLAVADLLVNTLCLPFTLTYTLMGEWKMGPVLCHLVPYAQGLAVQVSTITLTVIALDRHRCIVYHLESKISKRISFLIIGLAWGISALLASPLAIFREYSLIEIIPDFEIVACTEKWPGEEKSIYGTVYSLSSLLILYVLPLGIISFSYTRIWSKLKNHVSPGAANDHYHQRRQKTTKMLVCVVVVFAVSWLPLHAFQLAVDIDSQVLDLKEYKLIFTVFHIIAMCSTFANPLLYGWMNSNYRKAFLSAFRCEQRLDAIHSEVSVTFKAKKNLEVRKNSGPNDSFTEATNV
Phagocytosis inh = blocks phagocytosis by macrophages; AID 1029; J774A.1 macrophage IgG-bead phagocytosis, imaging; inhibition, % at 5 µM; 110,000 compounds, 0.07% hits;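 active = inhibition above the mean of the plate negative controls plus 5 SD, cut at about 13% in these data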;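 note: phagocytic index as fraction of beads internalized from green versus red external bead signal; plate controls were DMSO negative control for no effect and cytochalasin-D positive control for full effect; some results beyond the cut were filed as inactive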
Yeast life ext = extends the lifespan of yeast; S. cerevisiae growth with nicotinamide, OD615; deaD strain in restrictive glucose medium; inhibition of the nicotinamide effect, % at 10 µM; 130,000 compounds, 0.68% hits; AID 775;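 active = inhibition above a set limit, placed 3 SD over the median of all compounds, cut at about 26% in these data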;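 note: 0% = nicotinamide-treated wells and 100% = cells grown without nicotinamide; some compounds called inactive have numbers as strong as hits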
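Material: Modified budding yeast, DeaD strain | Medium: Restrictive glucose medium | Probe or stimulus: 1.5 mM nicotinamide | Dosing: Single dose 10 µM compound, 0.25% DMSO | Times: 48 h at 30 °C | Technique: OD615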
E-sel TNF inh = blocks E-selectin expression induced by TNF alpha; HUVEC TNFa-induced E-selectin immunofluorescence, high content; inhibition, % at 2 µM; 120,000 compounds, 0.71% hits; AID 1246;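 active = inhibition above the batch mean plus 3 SD, and confirmed as a hit on visual image review, cut at about 43% in these data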;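 note: 0% = TNF-stimulated DMSO wells and 100% = unstimulated control wells; not every result past the cut was called active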
GALR2 blocker = antagonists of human galanin receptor 2 (GALR2) | GALR2-expressing cells, antagonist mode | inhibition, % at 4 µM | 140,000 compounds, 0.39% hits; in the data active = inhibition above about 27%;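 note: cells stimulated with galanin 1-16 at roughly its EC80; 0% = agonist challenge control and 100% = basal control without agonist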
Target sequence (O43603 whole entry, looked up): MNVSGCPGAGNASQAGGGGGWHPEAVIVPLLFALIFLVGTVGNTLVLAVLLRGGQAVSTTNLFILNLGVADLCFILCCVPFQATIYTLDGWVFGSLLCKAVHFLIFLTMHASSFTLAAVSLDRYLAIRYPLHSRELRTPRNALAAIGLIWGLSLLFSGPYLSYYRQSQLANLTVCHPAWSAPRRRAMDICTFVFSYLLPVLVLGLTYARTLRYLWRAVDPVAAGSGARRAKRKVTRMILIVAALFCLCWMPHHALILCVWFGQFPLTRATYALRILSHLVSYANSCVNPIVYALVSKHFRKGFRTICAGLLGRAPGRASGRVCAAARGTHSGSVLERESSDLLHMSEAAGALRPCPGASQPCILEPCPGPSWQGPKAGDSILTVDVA
PTEN del growth = PTEN-deleted cell growth suppression. AID 827. 140,000 compounds, 1.2% hits. viability, % at 10 µM. HCT116 PTEN-null viability, CellTiter-Glo, 60 h; active compounds read low;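 active = viability at or below a set limit, 4 SD under the median of all tested compounds, cut at about 3.7% in these data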;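 note: PTEN knockout HCT116 line with beta catenin targeted HCT116 as companion control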
MRP1 act = activators of MRP-1; H69AR cells + doxorubicin, viability rescue, CellTiter-Glo; viability increase, % at 10 µM; 140,000 compounds, 0.61% hits;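 active = viability gain under doxorubicin at or above a set limit, the compound median plus 3 SD, cut at about 4.7% in these data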;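 note: MRP-1 overexpressing cells given doxorubicin 25 µM after compound pretreatment; 18-22 h compound pretreatment then 72 h with doxorubicin before readout; 0% = doxorubicin-only wells and 100% = vehicle-treated cells without doxorubicin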
HCT116 bCat-KO = beta-catenin-lacking colon tumor cell growth suppression; HCT116 beta-catenin knockout viability, CellTiter-Glo, 60 h; active compounds read low; viability, % at 10 µM; 140,000 compounds, 1.5% hits;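 active = viability at or under a set limit, the compound median less 4 SD, cut at about 6% in these data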;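 note: 0% = Hyamine 1622 control at 20 µM and 100% = untreated cell control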
Measles CPE = protection of cells from measles virus; AID 841; 140,000 compounds, 1.5% hits; Measles virus-infected cells, CPE protection, absorbance; protection (pct of control), % at 4 µM; in the data active = protection mostly above about 24%, no sharp cut-off; inactive = mostly below about 26%; note: some compounds called inactive have numbers as strong as hits
Active calls of the source: *; . = no result given.

Values in the order – Yeast growth inh | NPY-Y2 antag | Phagocytosis inh | Yeast life ext | E-sel TNF inh | GALR2 blocker | PTEN del growth | MRP1 act | HCT116 bCat-KO | Measles CPE
O=C(/C=C/c1cccs1)Nc1cccc(NC(=O)/C=C/c2cccs2)n1
→ -48 | 0 | -5 | -5 | -29 | 8 | 29 | 1.1 | 36 | 90*
O=C(NCc1ccco1)C1CCN(S(=O)(=O)N2CCC3(CC2)OCCO3)CC1
→ 1 | 2 | -1 | 0 | 24 | -2 | 98 | -2.8 | 89 | 27
Cc1cc(C(N)=O)c2cc(Br)ccc2n1
→ -6 | 13 | -6 | -3 | 8 | -8 | 105 | -3.1 | 90 | 6
Cc1cc(C)nc(NS(=O)(=O)c2ccc(NS(=O)(=O)c3ccccc3)cc2)n1
→ 12 | 5 | 1 | -14 | 5 | -1 | 94 | 0.8 | 76 | 13
CCOC(=O)CCc1nc2ccccc2[nH]1
→ -24 | 1 | 0 | 3 | 17 | 0 | 106 | -0.3 | 88 | 7
CCOC(=O)N1CCC(NCCNC(=O)c2ccc(Cl)cc2)CC1
→ -46 | 5 | -5 | -2 | -4 | -2 | 97 | -1.1 | 81 | 5
O=C(N/N=C/c1ccncc1)c1ccccc1
→ -24 | 4 | . | 7 | -3 | 5 | 97 | -1.0 | 91 | 6
NC(=NCCc1ccccc1)NS(=O)(=O)c1ccc2ccccc2c1
→ -18 | 3 | -9 | -2 | . | -1 | 83 | -1.8 | 86 | 10
COCC(C)n1c(SCC(=O)N2CCc3ccccc3C2)nc2ccccc2c1=O (centres undefined)
→ -26 | 6 | . | 6 | . | -8 | 79 | -3.1 | 74 | 8
O=C(/C=C/c1ccc(S(=O)(=O)N2CCOCC2)cc1)NC(=S)Nc1ccc(N2CCOCC2)cc1
→ -37 | 0 | -9 | 1 | . | 4 | 51 | -3.9 | 46 | 16
C=CCNc1nc(N)c(C(=O)Nc2cc(C)on2)s1
→ -7 | 1 | -1 | -18 | 1 | 0 | 89 | -3.0 | 89 | 17
Cc1ccc(-c2nn3c(C)nnc3s2)cc1NC(=O)c1cccnc1
→ -20 | 0 | 0 | . | . | -2 | 99 | -1.9 | 94 | 5
O=C(CNC(=O)c1ccc([N+](=O)[O-])cc1)c1ccccc1
→ -37 | 1 | . | -14 | -21 | -8 | 101 | 2.5 | 97 | 7
CN(C)c1ccc(/C(=N\O)c2ccccc2)cc1
→ -36 | -1 | -2 | -11 | -9 | -1 | 95 | -1.7 | 90 | 13
CC1=CC(C)(C)Nc2ccc(OC(=O)CN3C(=O)c4cccc5cccc(c45)C3=O)cc21
→ -48 | -3 | -2 | -13 | 13 | -5 | 18 | -2.7 | 15 | 45*

Single values from the list.
Cc1ccc(-c2nn3c(C)nnc3s2)cc1NC(=O)c1cccnc1 in HCT116 bCat-KO = 94
O=C(/C=C/c1ccc(S(=O)(=O)N2CCOCC2)cc1)NC(=S)Nc1ccc(N2CCOCC2)cc1 in PTEN del growth = 51

(listing goes on)
Values in the order – Yeast growth inh | NPY-Y2 antag | Phagocytosis inh | Yeast life ext | E-sel TNF inh | GALR2 blocker | PTEN del growth | MRP1 act | HCT116 bCat-KO | Measles CPE
CNC(=O)/C(=N\O)c1ccccc1
→ -40 | 2 | -1 | 0 | -27 | 13 | 106 | -1.2 | 92 | 4
CN1CCN(NC(=O)c2cc([N+](=O)[O-])cc([N+](=O)[O-])c2)CC1
→ -15 | 4 | -2 | -2 | -7 | 0 | 78 | -4.4 | 81 | 18
COc1ccccc1-c1cc(C(=O)Nc2cc(C)n(Cc3ccc(Cl)cc3)n2)no1
→ -12 | 4 | . | -13 | -3 | -2 | 88 | 2.0 | 90 | 4
CC(C)[C@H](NC(=O)c1ccccc1)C(=O)OCC(=O)c1ccc2c(c1)NC(=O)CO2
→ 7 | 1 | 1 | -7 | . | 15 | 94 | -0.9 | 105 | 19
COc1ccc(CC(=O)N2N=C(C)CC2(O)c2cccnc2)cc1OC (centres undefined)
→ -16 | 2 | -7 | 1 | . | 4 | 108 | 0.9 | 96 | 7
CCCCOC(=O)Nc1nnc(COc2ccccc2)s1
→ -6 | 10 | 2 | -13 | -8 | -3 | 95 | 0.6 | 74 | 5
CCc1cc2c(=O)c(-c3cscn3)coc2c(CN(C)C)c1O
→ -53 | 1 | . | -22 | 4 | 4 | 89 | -4.4 | 91 | 13
Cc1ccc(C)c(NC(=S)NC(NC(=O)N(C)C)C(Cl)(Cl)Cl)c1 (centres undefined)
→ -32 | 0 | 0 | -16 | 10 | 7 | 87 | -1.3 | 90 | 13
COc1nccnc1NS(=O)(=O)c1ccc(N=Cc2c(C)[nH]n(-c3ccc(Cl)cc3)c2=O)cc1
→ -22 | -2 | . | -3 | -12 | 3 | 77 | -1.4 | 76 | 15
O=C1CCCC(=O)N1c1ccc(N2CCN(c3ccc([N+](=O)[O-])cc3)CC2)c([N+](=O)[O-])c1
→ -36 | -1 | -9 | -6 | . | 4 | 82 | -1.0 | 76 | 11
CCCc1cc(C(=O)Nc2sc(C(C)=O)c(C)c2C(=O)OCC)no1
→ -60 | 4 | 0 | -4 | . | 1 | 86 | -0.9 | 77 | 25
COc1ccc(N2C(=O)C3C4C=CC(C4)C3C2=O)nn1 (centres undefined)
→ -76 | -2 | -1 | -2 | 5 | -2 | 116 | -0.7 | 105 | 8
CCc1cc2c(=O)c(-c3nc4ccccc4n3C)c(C(C)C)oc2c(CN2CCN(C)CC2)c1O
→ -20 | 4 | . | -4 | . | 3 | 84 | 1.8 | 83 | 9
CNc1nc2c(C)cccn2c(=O)c1C=NCc1ccccc1
→ 3 | 0 | -1 | -6 | -32 | 12 | 104 | -0.1 | 103 | 12
CC1(C)CC(=O)C2=C(C1)N(c1cccc(O)c1)C1=C(C2)C(=O)CC(C)(C)C1
→ -27 | 3 | -1 | -20 | 8 | 43* | 88 | -2.1 | 85 | 10

Molecules listed so far containing two or more sulfur atoms:
Values in the order – Yeast growth inh | NPY-Y2 antag | Phagocytosis inh | Yeast life ext | E-sel TNF inh | GALR2 blocker | PTEN del growth | MRP1 act | HCT116 bCat-KO | Measles CPE
O=C(/C=C/c1cccs1)Nc1cccc(NC(=O)/C=C/c2cccs2)n1
→ -48 | 0 | -5 | -5 | -29 | 8 | 29 | 1.1 | 36 | 90*
Cc1cc(C)nc(NS(=O)(=O)c2ccc(NS(=O)(=O)c3ccccc3)cc2)n1
→ 12 | 5 | 1 | -14 | 5 | -1 | 94 | 0.8 | 76 | 13
O=C(/C=C/c1ccc(S(=O)(=O)N2CCOCC2)cc1)NC(=S)Nc1ccc(N2CCOCC2)cc1
→ -37 | 0 | -9 | 1 | . | 4 | 51 | -3.9 | 46 | 16

Additional entries.
Compound,Yeast growth inh,NPY-Y2 antag,Phagocytosis inh,Yeast life ext,E-sel TNF inh,GALR2 blocker,PTEN del growth,MRP1 act,HCT116 bCat-KO,Measles CPE
CN(C1=C(N2CCOCC2)C(=O)c2ccccc2C1=O)c1ccccc1,-17,-5,-9,11,-7,7,33,-4.2,47,2
O=S(=O)(/N=C/c1c(O)ccc2ccccc12)c1cccs1,-20,3,-1,30*,11,4,91,-3.3,101,9
O=C(C(Cl)Cl)N1CCN(c2ccccn2)CC1,5,1,-6,1,.,2,91,-0.3,91,30*
O=C1N(c2ccc(Cl)cc2)C(c2ccccc2)N2CCCN12 (centres undefined),-28,1,-6,0,-119,12,101,-0.8,96,14
CCCCOC(=O)Nc1cc(C(=O)OC)ccc1C(=O)OC,-55,6,0,-32,-6,4,82,-0.9,81,14
Cc1ccc(-c2nnn(CC(=O)N3CCN(c4nc5ccccc5s4)CC3)n2)cc1,-50,4,0,-6,17,5,98,-0.3,94,4
COc1cccc(N2CC(C(=O)Nc3c(C)cccc3C)CC2=O)c1 (centres undefined),9,2,.,3,-21,-7,91,-3.0,94,4
c1ccc(-c2ccccc2-n2cnnn2)cc1,-34,1,0,.,9,12,94,1.1,98,16
N#C/C=C1\Sc2ccccc2C(=O)N1CC(=O)N1CCN(S(=O)(=O)c2ccccc2)CC1,-39,2,-1,.,-54,8,90,1.2,80,14
Cc1ccc(NC(=S)NC(NC(=O)c2ccco2)C(Cl)(Cl)Cl)cc1 (centres undefined),-21,1,3,1,7,-9,58,-3.4,62,6
COC(=O)C1=C(N)OC2=C(C(=O)CC(C)(C)C2)C1c1ccoc1 (centres undefined),-15,4,-1,5,-24,9,94,-0.3,96,8
C(=N\c1nccs1)/c1c[nH]c2ccccc12,-10,3,1,-17,-1,-3,86,-3.0,100,21
Cc1ccccc1CSCCNC(=O)CSCc1ccc([N+](=O)[O-])cc1,-19,6,-3,-19,-15,-1,84,-2.0,86,4
Cn1c(=O)c(NCCc2ccccc2)c2c3c(cccc31)C(=O)c1ccccc1-2,-38,6,-1,-5,31,40*,67,-3.6,63,29
c1csc(Cc2nc3ccccc3[nH]2)c1,-11,1,-1,-7,-7,11,89,0.1,94,10
NC(=O)c1ccc(NC(=O)c2ccc(CN3CCOCC3)cc2)cc1,-22,1,0,1,-1,6,113,-0.1,97,41
CCN1CCCC1CNC(=O)Cn1cnc2ccc(S(=O)(=O)N3CCC(C)CC3)cc2c1=O (centres undefined),-36,0,0,-6,.,4,102,-3.8,89,2
COc1ccc(-n2c(C)c(C(C)=O)c3cc(O)ccc32)cc1,-40,1,0,-14,-15,3,82,-2.7,90,7
CC(C)N1C(=O)S/C(=C/c2ccc(Sc3nc4ccccc4[nH]3)o2)C1=O,-19,8,-6,0,-3,10,18,-1.9,11,20
Cc1c(F)cccc1NC(=O)CSCC(=O)Nc1ccccc1,-43,-1,-1,-12,.,-8,101,-0.2,98,3

Further results:
Compound,Yeast growth inh,NPY-Y2 antag,Phagocytosis inh,Yeast life ext,E-sel TNF inh,GALR2 blocker,PTEN del growth,MRP1 act,HCT116 bCat-KO,Measles CPE
Cc1ccsc1CN1CCN(c2ccccn2)CC1,-45,0,0,-8,2,10,87,0.5,105,3
O=C(c1ccc(F)cc1)N1CCN(c2cc(=O)[nH]nc2-c2ccccc2)CC1,-26,0,.,-18,25,-2,97,-2.1,105,39*
O=C(Oc1nsnc1N1CCOCC1)N1CCOCC1,-21,0,-1,-16,77*,11,98,-2.6,88,26
COc1ccc2[nH]c(=O)c(CN(C)C(=O)C3CCCCC3)cc2c1,-5,4,-1,-9,.,1,90,-0.1,88,12
Cc1ccc(C)c2[nH]c(=O)c(CCNC(=O)CC(C)(C)C)cc12,-13,2,0,-9,.,6,115,1.6,103,2
Cc1cc(C)nc(N2CCC(C(=O)NCCc3ccccc3)CC2)n1,18,6,-1,-23,-12,-10,78,-3.2,81,5
Cc1cc(C)c2nc(SCC#N)cc(C)c2c1,-46,5,0,-9,-30,9,59,-4.2,53,5
Oc1ccc(C=Nc2ccccc2-c2nc3ccccc3[nH]2)cc1,-30,2,-1,-4,8,9,88,-0.8,83,28
Cc1noc(C)c1COC(=O)CCCc1c[nH]c2ccccc12,-78,4,0,-6,-25,9,99,-1.9,93,28
O=C(c1ccccc1)N1CCN(C2CCCCC2)CC1,-3,3,.,.,-27,4,88,-2.9,89,10

Screens (PubChem)
